Assay outcomes from PubChem.
GRIN3A LBD mod – binders of NR3A ligand-binding domain, primary screen, biophysical, differential scanning fluorimetry, uHTS. Tm shift relative to glycine control, % at 25 µM. 340,000 tested, 2.5% active. NR3A LBD differential scanning fluorimetry, Tm shift; 0% = protein alone, 100% = glycine-bound protein. Glutamate receptor ionotropic, NMDA 3A (GRIN3A) ligand-binding domain;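 active means melting temperature shift of at least 10% of the positive control shift, at one fixed dose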
hIAP act – human IAP activators, primary screen, biochemical, luminescence, uHTS. purified human IAP, CDP-Star luminescence, 30 min; hits give high values; 1 = vehicle-only enzyme, 0 = enzyme-free background. 330,000 tested, 0.16% active. activation factor at 10 µM. Intestinal-type alkaline phosphatase (Homo sapiens), P09923;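 active means activation factor of the enzyme at least 2-fold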; further: the source names both 10 and 20 µM as test concentration; values of inactives mirror those of a sister screen read the other way
MPTP block – mitochondrial permeability transition pore inhibitors, primary screen, biochemical, isolated mouse mitochondria, absorbance | AID 602449, 2012 | 360,000 tested, 1.4% active | Ca2+ swelling absorbance, 30 min | inhibition, % at 10 µM;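 active means inhibition of 50% or more, scaled per plate between neutral and stimulator controls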;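 further: 0% = DMSO wells given calcium and 100% = 1 mM EGTA wells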
SENP6 block – SENP6 protease inhibitors, primary screen, biochemical, luminescence, uHTS; Sentrin-specific protease 6 (Homo sapiens), Q9GZR1; Recombinant SENP6 catalytic domain, aminoluciferin luminescence; inhibition, % at 10 µM; 330,000 tested, 1.8% active;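 active means inhibition above about 50% at the single tested dose, limit read from the data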;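 further: plate controls were DMSO wells with enzyme for no effect and DMSO wells lacking enzyme for full effect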
SENP8 inh – human SENP8 protease inhibitors, primary screen, biochemical, fluorescence, Nedd8 protein substrate, uHTS; recombinant SENP8; AID 602440, 2012; inhibition, % at 20 µM; 360,000 tested, 0.64% active; Sentrin-specific protease 8 (Homo sapiens), Q96LD8; in the data active means inhibition mostly above about 40%, no sharp cut-off; inactive means mostly below about 27%
Target sequence (Q96LD8 whole entry, looked up): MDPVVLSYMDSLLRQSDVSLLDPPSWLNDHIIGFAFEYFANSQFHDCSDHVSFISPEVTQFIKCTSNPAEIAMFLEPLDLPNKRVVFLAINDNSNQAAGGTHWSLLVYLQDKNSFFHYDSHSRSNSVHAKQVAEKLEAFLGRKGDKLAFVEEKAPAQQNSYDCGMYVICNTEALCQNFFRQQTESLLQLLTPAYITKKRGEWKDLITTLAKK
PfGluPho inh – PfG6PD enzyme inhibitors, primary screen, biochemical, fluorescence intensity, uHTS | 350,000 tested, 0.78% active | glucose-6-phosphate dehydrogenase-6-phosphogluconolactonase (Plasmodium falciparum 3D7) | PfGluPho enzyme, NADPH resazurin-diaphorase fluorescence | inhibition, % at 20 µM;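 active means inhibition reaching at least a set limit at 20 µM in the primary screen, cut at about 59% in these data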;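 further: 0% = DMSO wells with substrate and 100% = DMSO wells lacking glucose-6-phosphate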
ATG4B inh – ATG4B protease inhibitors, primary screen, biochemical, fluorescence, uHTS; ATG4B cleavage of LC3-PLA2, NBD-HPC fluorescence, 1 h; inhibition, % at 8.33 µM; Cysteine protease ATG4B (Homo sapiens), Q9Y4P1; 340,000 tested, 0.51% active; in the data active means inhibition above about 40%
Target sequence (Q9Y4P1 whole entry, looked up): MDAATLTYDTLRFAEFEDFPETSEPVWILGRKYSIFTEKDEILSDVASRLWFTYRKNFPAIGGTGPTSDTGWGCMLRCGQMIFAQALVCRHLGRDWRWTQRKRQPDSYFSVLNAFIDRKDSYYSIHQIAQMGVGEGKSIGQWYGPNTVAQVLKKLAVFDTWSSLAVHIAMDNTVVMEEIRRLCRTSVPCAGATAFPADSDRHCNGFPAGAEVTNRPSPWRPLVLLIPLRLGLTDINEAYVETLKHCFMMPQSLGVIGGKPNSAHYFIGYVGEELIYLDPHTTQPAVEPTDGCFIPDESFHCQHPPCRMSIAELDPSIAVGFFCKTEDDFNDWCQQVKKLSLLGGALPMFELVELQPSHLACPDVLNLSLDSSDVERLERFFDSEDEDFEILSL
SENP1 FRET inh – human SENP1 catalytic domain inhibitors, primary screen, biochemical, FRET, uHTS; Sentrin-specific protease 1 (Homo sapiens), Q9P0U3; recombinant SENP1 catalytic domain, CyPet-SUMO1-YPet FRET cleavage; inhibition, % at 10 µM; AID 624204, 2012; 360,000 tested, 0.21% active;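 active means inhibition at least 30% at 10 µM, raw YFP signal under a set limit, fluorescence ratio 0.5 to 1.5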;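 further: 0% = enzyme with DMSO and 100% = no enzyme wells; some results filed as inactive read as strong as hits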
Target sequence (Q9P0U3 419-644 limits assumed): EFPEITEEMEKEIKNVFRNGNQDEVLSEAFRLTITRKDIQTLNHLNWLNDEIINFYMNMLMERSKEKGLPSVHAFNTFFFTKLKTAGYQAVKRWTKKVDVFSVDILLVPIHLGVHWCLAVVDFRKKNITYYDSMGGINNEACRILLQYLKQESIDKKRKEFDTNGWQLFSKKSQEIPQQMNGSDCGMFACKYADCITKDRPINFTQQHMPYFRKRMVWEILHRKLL
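Material – human SENP1 catalytic domain · Input – SENP1 enzyme, 20 pM final · Compound dosing – single concentration of 10 µM compound, 0.5% DMSO final · Timing – enzyme reaction for 50 min at room temperature, dark · Measured by – FRET fluorescence in CFP and YFP emission channels · Control set – no-enzyme wells low, DMSO-plus-enzyme wells high control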
* = called active by the depositor.

COc1cc(-c2nnc3sc(Cc4ccccc4)nn23)cc(OC)c1OC was read as GRIN3A LBD mod 0, hIAP act 0.96, MPTP block 1.6, SENP6 block -6, SENP8 inh -4, PfGluPho inh 39, ATG4B inh -13 and SENP1 FRET inh 3.
Screening C#CCOC(=O)/C(=C/C=C/c1ccccc1)NC(=O)c1ccccc1 returned GRIN3A LBD mod -1, hIAP act 0.86, MPTP block -0.1, SENP6 block -13, SENP8 inh -63, PfGluPho inh 15, ATG4B inh -2 and SENP1 FRET inh -2.
For Cc1ccoc1C(=O)NCCNc1ccc(Cl)cc1[N+](=O)[O-] the results were GRIN3A LBD mod -3, hIAP act 0.81, MPTP block 1.2, SENP6 block -2, SENP8 inh 25, PfGluPho inh 11, ATG4B inh 4 and SENP1 FRET inh 6.
CCCOc1ccc(CCc2n[nH]c(=S)n2Cc2ccccc2)cc1 was read as GRIN3A LBD mod -1, hIAP act 1.2, MPTP block 5.8, SENP6 block -17, SENP8 inh 28, PfGluPho inh 27, ATG4B inh -13 and SENP1 FRET inh 1.
O=C1CC2(CCCCCC2)Oc2ccc(Cl)cc21 was read as GRIN3A LBD mod -1, hIAP act 1, MPTP block 3.2, SENP6 block -3, SENP8 inh -46, PfGluPho inh 2, ATG4B inh 1 and SENP1 FRET inh 1.
`Cn1c(C(=O)NCc2ccco2)cc2c(=O)[nH]c3ccccc3c21` gave GRIN3A LBD mod 24*, hIAP act 0.79, MPTP block -0.2, SENP6 block -8, SENP8 inh -34, PfGluPho inh 6, ATG4B inh -7 and SENP1 FRET inh 1.
For CSc1ccc(/C=N/N2CCN(Cc3ccc(Cl)cc3)CC2)cc1 the results were GRIN3A LBD mod 0, hIAP act 0.94, MPTP block -1.7, SENP6 block 12, SENP8 inh 30, PfGluPho inh -4, ATG4B inh -18 and SENP1 FRET inh 0.
Screening Cc1[nH][nH]c(=O)c1C(c1cc([N+](=O)[O-])ccc1O)c1c(C)[nH][nH]c1=O returned GRIN3A LBD mod 10*, MPTP block 1.0, SENP8 inh 25, PfGluPho inh -7, ATG4B inh 3 and SENP1 FRET inh 2.
For O=C(/C=C/c1ccc(Cl)cc1Cl)NC(=S)Nc1ccccn1 the results were GRIN3A LBD mod 7, hIAP act 1.2, MPTP block 1.3, SENP6 block 19, SENP8 inh 22, PfGluPho inh -12, ATG4B inh 7 and SENP1 FRET inh 0.
O=C(NC(=O)N1CCCc2ccccc21)c1ccccc1 was read as GRIN3A LBD mod -1, hIAP act 1.1, MPTP block 2.0, SENP6 block 20, SENP8 inh 16, PfGluPho inh -1, ATG4B inh 6 and SENP1 FRET inh -8.
Nc1ccc(Cl)c(S(=O)(=O)Nc2cccc(Cl)c2)c1 was read as GRIN3A LBD mod -2, hIAP act 1, MPTP block 1.1, SENP6 block -11, SENP8 inh 6, PfGluPho inh -9, ATG4B inh 0 and SENP1 FRET inh 2.
CC(C)N1C(=O)CC(Nc2cccc3cccc(N)c23)C1=O (stereo not drawn) was read as GRIN3A LBD mod -4, MPTP block 1.6, SENP8 inh -84, PfGluPho inh -2, ATG4B inh -13 and SENP1 FRET inh -26.
COc1cccc(NC2c3ccccc3C(=O)N2Cc2ccccc2Cl)c1 (stereo not drawn) was read as GRIN3A LBD mod 1, hIAP act 1.1, MPTP block 2.6, SENP6 block 5, SENP8 inh 27, PfGluPho inh -7, ATG4B inh 1 and SENP1 FRET inh -4.
For CCn1nnnc1SCC(=O)N1CCCCC1 the results were GRIN3A LBD mod 1, hIAP act 0.86, MPTP block -1.2, SENP6 block 2, SENP8 inh 4, PfGluPho inh -14, ATG4B inh 3 and SENP1 FRET inh 1.
For Cc1cc(C)nc(NS(=O)(=O)c2ccc(NC(=O)c3ccc(N4C(=O)CCC4=O)cc3)cc2)n1 the results were GRIN3A LBD mod -13, hIAP act 1.1, MPTP block 0.4, SENP6 block 10, SENP8 inh -3, PfGluPho inh -26, ATG4B inh 4 and SENP1 FRET inh -1.
For CN(C)S(=O)(=O)c1cc(NC(=O)CN2CCN(c3ccccc3F)CC2)ccc1Cl the results were GRIN3A LBD mod 0, hIAP act 1, MPTP block 0.7, SENP6 block 5, SENP8 inh 4, PfGluPho inh 3, ATG4B inh -5 and SENP1 FRET inh 0.
For Cc1ccc(/C=N/Nc2ccccn2)s1 the results were GRIN3A LBD mod -1, hIAP act 1.1, MPTP block -1.2, SENP6 block 17, SENP8 inh -20, PfGluPho inh 5, ATG4B inh 4 and SENP1 FRET inh 0.
For COc1ccc(-c2ccc(C(=O)O)o2)c([N+](=O)[O-])c1 the results were GRIN3A LBD mod 0, hIAP act 0.86, MPTP block -2.2, SENP6 block -11, SENP8 inh -50, PfGluPho inh 13, ATG4B inh -6 and SENP1 FRET inh -15.
For CCOc1ccc(C(=O)/C=C/c2ccc(SC)cc2)cc1 the results were GRIN3A LBD mod -35, hIAP act 0.93, MPTP block 0.7, SENP6 block 9, SENP8 inh -140, PfGluPho inh 11, ATG4B inh 13 and SENP1 FRET inh -27.
Screening Cc1ccc(N2C(=O)C3CCCN3C2=S)cc1 (stereo not drawn) returned GRIN3A LBD mod -2, hIAP act 0.86, MPTP block -0.4, SENP6 block -8, SENP8 inh 18, PfGluPho inh -6, ATG4B inh -4 and SENP1 FRET inh 1.
For COc1ccc(CN2C(=O)C(CC(=O)NCC3CCCCC3)CC(C(=O)N(C)C)=C2C)cc1 (stereo not drawn) the results were MPTP block -1.2, SENP8 inh -4, PfGluPho inh -6 and SENP1 FRET inh 2.
Screening O=[N+]([O-])c1ccc(CS(=O)c2ccccc2)cc1 (stereo not drawn) returned GRIN3A LBD mod -1, MPTP block -1.4, SENP8 inh 10, PfGluPho inh 19, ATG4B inh 2 and SENP1 FRET inh 1.
CCOC(=O)C(C)Sc1nnc(-c2ccccc2O)n1Cc1ccccc1 (stereo not drawn) was read as GRIN3A LBD mod 4, hIAP act 1, MPTP block 1.0, SENP6 block -7, SENP8 inh 11, PfGluPho inh -4, ATG4B inh -17 and SENP1 FRET inh 3.
For CC(/C=N/n1c(C2CCCCC2)n[nH]c1=S)=C\c1ccccc1 the results were GRIN3A LBD mod -13, hIAP act 1.4, MPTP block 13, SENP6 block -1, SENP8 inh 20, PfGluPho inh 3, ATG4B inh 20 and SENP1 FRET inh 3.
Screening Cc1c(C2Nc3ccccc3NC3=C2C(=O)CC(C)(C)C3)cnn1C (stereo not drawn) returned GRIN3A LBD mod 2, hIAP act 0.99, MPTP block -2.6, SENP6 block 2, SENP8 inh -15, PfGluPho inh 13, ATG4B inh -9 and SENP1 FRET inh -21.
Screening CCn1c(COc2cccc3ccccc23)nnc1SCC(N)=O returned GRIN3A LBD mod -1, hIAP act 1, MPTP block 1.8, SENP6 block -18, SENP8 inh 20, PfGluPho inh 12, ATG4B inh 10 and SENP1 FRET inh 2.
For CSc1ccc(CCNS(=O)(=O)c2ccc3c(c2)C(C)(C)C(=O)N3C)cc1 the results were GRIN3A LBD mod 2, hIAP act 0.97, MPTP block -1.3, SENP6 block -10, SENP8 inh 10, PfGluPho inh -14, ATG4B inh -9 and SENP1 FRET inh 1.
For Cc1ccc(S(=O)(=O)n2cc(-c3ccccc3)c(N)n2)cc1 the results were GRIN3A LBD mod -3, hIAP act 1, MPTP block -3.5, SENP6 block -5, SENP8 inh 1, PfGluPho inh -10, ATG4B inh -1 and SENP1 FRET inh 0.
For CC1(C)c2ssc(=S)c2-c2ccccc2N1C(=O)c1ccco1 the results were GRIN3A LBD mod -2, hIAP act 0.77, MPTP block 6.0, SENP6 block -8, SENP8 inh 34, PfGluPho inh 25, ATG4B inh -13 and SENP1 FRET inh 32*.
For COc1ccc(-c2cc(C)no2)cc1S(=O)(=O)N1CCCCC1 the results were GRIN3A LBD mod -1, hIAP act 1, MPTP block -1.0, SENP6 block -7, SENP8 inh -3, PfGluPho inh 2, ATG4B inh -5 and SENP1 FRET inh -1.
For CCOC(=O)C1CCCN(C2CC(=O)N(c3ccc(C)cc3)C2=O)C1 (stereo not drawn) the results were GRIN3A LBD mod 1, hIAP act 1.1, MPTP block -0.1, SENP6 block 1, SENP8 inh 13, PfGluPho inh -3, ATG4B inh -6 and SENP1 FRET inh 1.
For Cc1cc(C)n(CC(=O)N2CCCC(N3CCN(c4ccc(F)cc4)CC3)C2)n1 (stereo not drawn) the results were GRIN3A LBD mod 0, hIAP act 0.86, MPTP block -0.1, SENP6 block -8, SENP8 inh 23, PfGluPho inh -5, ATG4B inh 4 and SENP1 FRET inh -1.
`O=C(COC(=O)c1ccc(OC(F)(F)F)cc1)NCCN1C(=O)CSC1=O` gave GRIN3A LBD mod 1, hIAP act 0.94, MPTP block -0.3, SENP6 block 1, SENP8 inh -1, PfGluPho inh 3, ATG4B inh -12 and SENP1 FRET inh 3.
`COc1cc(/C=C/C(=O)OCC(=O)N2CC(C)OC(C)C2)ccc1OCC#N` (stereo not drawn) gave MPTP block -1.0, SENP8 inh -186, PfGluPho inh -5 and SENP1 FRET inh -2.
`CC1(C(=O)O)CCC(C(=O)Nc2ccc(OC(F)(F)Cl)cc2)C1(C)C` (stereo not drawn) gave GRIN3A LBD mod 1, hIAP act 0.96, MPTP block 0.5, SENP6 block 6, SENP8 inh 6, PfGluPho inh -11, ATG4B inh -2 and SENP1 FRET inh 1.
CCCCCc1c(O)nc(SCCN2CCOCC2)[nH]c1=O was read as GRIN3A LBD mod -2, hIAP act 0.93, MPTP block 0.7, SENP6 block -9, SENP8 inh 9, PfGluPho inh 3, ATG4B inh -5 and SENP1 FRET inh 0.
`COc1ccc(N2CCN(C3CCN(S(=O)(=O)c4ccc(F)cc4)CC3)CC2)cc1` gave GRIN3A LBD mod -4, hIAP act 0.94, MPTP block -0.7, SENP6 block 8, SENP8 inh 10, PfGluPho inh -1, ATG4B inh 11 and SENP1 FRET inh 4.
COc1ccc(-c2nc(CS(=O)CC(=O)NCc3ccc(Cl)cc3)c(C)o2)cc1 (stereo not drawn) was read as GRIN3A LBD mod -4, hIAP act 0.8, MPTP block -1.5, SENP6 block -12, SENP8 inh 4, PfGluPho inh 5, ATG4B inh -9 and SENP1 FRET inh 4.
For Cc1ccc(C(=O)COC(=O)CNC(=O)CN2C(=O)c3ccccc3C2=O)cc1 the results were GRIN3A LBD mod -1, hIAP act 1, MPTP block -0.3, SENP6 block 2, SENP8 inh 17, PfGluPho inh -3, ATG4B inh -9 and SENP1 FRET inh 1.

Structures from the list above that contain a nitro group on carbon, in the order listed:
For Cc1ccoc1C(=O)NCCNc1ccc(Cl)cc1[N+](=O)[O-] the results were GRIN3A LBD mod -3, hIAP act 0.81, MPTP block 1.2, SENP6 block -2, SENP8 inh 25, PfGluPho inh 11, ATG4B inh 4 and SENP1 FRET inh 6.
Screening Cc1[nH][nH]c(=O)c1C(c1cc([N+](=O)[O-])ccc1O)c1c(C)[nH][nH]c1=O returned GRIN3A LBD mod 10*, MPTP block 1.0, SENP8 inh 25, PfGluPho inh -7, ATG4B inh 3 and SENP1 FRET inh 2.
For COc1ccc(-c2ccc(C(=O)O)o2)c([N+](=O)[O-])c1 the results were GRIN3A LBD mod 0, hIAP act 0.86, MPTP block -2.2, SENP6 block -11, SENP8 inh -50, PfGluPho inh 13, ATG4B inh -6 and SENP1 FRET inh -15.
Screening O=[N+]([O-])c1ccc(CS(=O)c2ccccc2)cc1 (stereo not drawn) returned GRIN3A LBD mod -1, MPTP block -1.4, SENP8 inh 10, PfGluPho inh 19, ATG4B inh 2 and SENP1 FRET inh 1.
